IL-2 act: activates IL-2 in a cell-based reporter assay. IL-2 activation reporter assay, cell-based qHTS; stimulated with anti-CD3/CD4/CD28 beads; in transgenic mouse T cells. AID 652025. 0.065% of 360,000 active. activation, % (series mostly up to about 46 µM); in the data active = activation above about 50%; inconclusive = mostly about 30% to 49%; also: 0% is about no effect
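EGFP and DsRed fluorescence is measured by plate cytometry in unstimulated transgenic mouse T cells exposed to compound for 60 minutes, then stimulated 18 hours at 37 degrees C with anti-CD3/anti-CD4 beads plus anti-CD28.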
PI5P4Ka inh: blocks human PI5P4K alpha kinase activity | P48426 | PI5P4Kalpha enzyme, ADP-Glo luminescence, 60 min; hits give low values | max response, % | 1.2% of 330,000 active | AID 652105; active = max response of -50% or lower; inconclusive = between -30% and -50%; inactive = -30% or higher; also: value at the top dose of about 77 µM; % is scaled to controls: 0 for no effect and ±100 for the full control effect
Target sequence (P48426 whole entry, looked up): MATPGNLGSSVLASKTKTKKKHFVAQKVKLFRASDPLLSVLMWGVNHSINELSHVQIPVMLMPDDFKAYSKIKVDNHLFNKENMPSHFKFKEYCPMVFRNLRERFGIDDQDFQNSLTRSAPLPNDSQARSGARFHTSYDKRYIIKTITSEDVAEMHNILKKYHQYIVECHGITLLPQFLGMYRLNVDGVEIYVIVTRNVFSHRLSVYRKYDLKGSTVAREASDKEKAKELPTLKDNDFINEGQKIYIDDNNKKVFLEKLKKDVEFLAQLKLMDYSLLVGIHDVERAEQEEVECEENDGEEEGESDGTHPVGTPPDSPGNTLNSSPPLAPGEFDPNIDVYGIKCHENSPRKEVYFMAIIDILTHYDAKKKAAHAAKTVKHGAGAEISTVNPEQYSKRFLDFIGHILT
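Human PI5P4Kalpha with substrate in 0.038 M HEPES pH 7.4, 0.28 mM EGTA, 0.1% CHAPS, 5% DMSO; reaction started with 5 microM ATP (final), 60 min at room temperature. ADP formed read by ADP-Glo luminescence.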
EPAC1 antag: EPAC1 (human) antagonism. O95398. 0.14% of 360,000 active. Potency, µM (series often up to 115 µM), for inactives: at the highest dose activity change, negative = inhibition, actives largely listed as inhibitors. AID 720709. EPAC1 GEF assay, Rap1b-BODIPY-GDP exchange fluorescence;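 also: potency is read from the fitted curve at half-maximal effect; plate controls were vehicle for no effect and positive control for full effect; nearly all actives have a fitted effect of over 50% in size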
EPAC1 ag: EPAC1 (human) agonism | 0.073% of 360,000 active | AID 720707 | Potency, µM (titrated, usually from 154 µM), inactives show top-dose activation, usual class: activators | EPAC1 agonist qHTS, biochemical assay; response scale: 100% = response to 6.5 mM cAMP; also: potency is read from the fitted curve at half-maximal effect; nearly all actives have a fitted effect of over 60% in size
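EPAC1 100 nM, Rap1B–BODIPY-GDP 250 nM, unlabeled GDP 50 uM; compound titration; 5 min RT; kinetic read ex480/em540 at 5-min intervals ×30 min; data normalized to 6.5 mM cAMP agonist control.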
FUS suppressor: FUS proteinopathy suppression in yeast; AID 1347120; Potency, µM (top dose mostly 76.6 µM), inactives show at the highest dose growth rescue (activation), actives largely listed as activators; S. cerevisiae FUS-expressing, growth rescue, OD600, 24 h; 0.24% of 390,000 active;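 also: potency is read from the fitted curve at half-maximal effect; plate controls were DMSO vehicle for no effect and reference control for full effect; nearly all actives have a fitted effect of over 55% in size; some results filed as inactive show a strong effect at the top dose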
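Steps: raffinose overnight preculture; dilution to OD 0.005 in 2% galactose minimal medium; compound addition (concentration series); 24hr at 30C, 99% humidity; absorbance read at 600 nm.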
aSyn yeast inh: rescues yeast growth from alpha-synuclein toxicity | Yeast expressing alpha-synuclein, growth rescue, BacTiter-Glo, 24 h | Potency, µM (titrated, usually from 46.1 µM), inactives show at the highest dose growth rescue (activation), usual class: activators | 0.14% of 370,000 active | AID 652106; also: potency is read from the fitted curve at half-maximal effect; % of control where 0% means no effect; nearly all actives have a fitted effect of over 65% in size
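Readout is rescue of growth in alpha-synuclein-expressing yeast, so inhibitors of toxicity appear as activators. Growth after 24 hr at 30 deg C in galactose medium is quantified by luminescence.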
Abeta yeast res: restores growth of yeast expressing A-beta42 peptide. yeast expressing A-beta42, growth rescue, OD600, 48 h; response scale: 0% DMSO, 100% iron-clioquinol control. 0.063% of 410,000 active. Potency, µM (titrated, usually from 46.1 µM), for inactives: top-dose growth rescue, actives largely listed as activators; also: potency is read from the fitted curve at half-maximal effect; nearly all actives have a fitted effect of over 55% in size
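Yeast growth medium received pinned compounds, then yeast cells expressing toxic A-beta were added; plates incubated at 30 C for 48 hr. Growth read as absorbance at 600 nm, normalized to DMSO and equimolar FeCl3 plus clioquinol controls.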
PLK1 PBD block: blocks phosphopeptide binding to human PLK1 polo-box domain | P53350 | Plk1 PBD binding of FITC phosphopeptide, fluorescence polarization | 2.8% of 360,000 active | AID 720504 | Potency, µM, for the others: max response, negative = inhibition, hits mostly inhibitors; also: potency is read from the fitted curve at half-maximal effect; series mostly up to about 57 µM; % is scaled to controls: 0 for no effect and ±100 for the full control effect; nearly all actives have a fitted effect of over 65% in size
Target sequence (P53350 whole entry, looked up, the tested form may be a part): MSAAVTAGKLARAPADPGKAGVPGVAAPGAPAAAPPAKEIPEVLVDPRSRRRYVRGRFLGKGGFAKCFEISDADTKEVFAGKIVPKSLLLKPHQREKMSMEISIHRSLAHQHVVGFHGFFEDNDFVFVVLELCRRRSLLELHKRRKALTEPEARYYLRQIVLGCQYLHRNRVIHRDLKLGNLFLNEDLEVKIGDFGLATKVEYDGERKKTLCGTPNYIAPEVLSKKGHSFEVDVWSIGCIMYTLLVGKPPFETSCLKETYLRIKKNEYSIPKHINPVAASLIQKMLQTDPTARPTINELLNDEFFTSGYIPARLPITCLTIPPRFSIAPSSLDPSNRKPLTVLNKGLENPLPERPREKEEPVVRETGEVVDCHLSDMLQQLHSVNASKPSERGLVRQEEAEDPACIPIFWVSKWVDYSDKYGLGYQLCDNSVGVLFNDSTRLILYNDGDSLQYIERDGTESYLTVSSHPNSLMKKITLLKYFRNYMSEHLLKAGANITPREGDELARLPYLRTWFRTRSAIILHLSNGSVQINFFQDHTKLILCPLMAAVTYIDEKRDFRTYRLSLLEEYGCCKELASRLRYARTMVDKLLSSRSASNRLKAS
WRN inhibitor: inhibitors of human WRN helicase. AID 651768. WRN helicase unwinding, fluorescent forked duplex, kinetic. 0.46% of 360,000 active. Potency, µM (doses to about 114 µM), for the others: at the highest dose activity change, negative = inhibition, usual class: inhibitors; also: potency is read from the fitted curve at half-maximal effect; % is scaled to controls: 0 for no effect and ±100 for the full control effect; nearly all actives have a fitted effect of over 55% in size
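WRN at 20 nM final preincubated with compound 15 min at room temperature; reaction started with 100 nM fluorophore/quencher forked duplex oligonucleotide and 2 mM ATP final. Unwinding followed kinetically by red fluorescence (ex 525, em 598 nm).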
An asterisk follows results filed as active; ? = inconclusive; . = not tested or not shown; [ ] = another dose, or the depositor's remark. Unless noted, calls follow the shape of the dose curve; as a rule, active = well fitted curve in the direction sought with a large enough effect; inconclusive = small, poorly fitted or top-dose-only effect, or another doubt; inactive = no such curve, though single readings can be large; an effect the other way counts as inactive or inconclusive. Rows were taken by chance; about 4.1% have a hit in one of these screens.

Results follow in this order: IL-2 act	PI5P4Ka inh	EPAC1 antag	EPAC1 ag	FUS suppressor	aSyn yeast inh	Abeta yeast res	PLK1 PBD block	WRN inhibitor
CC(=O)N1CCOc2ccc(S(=O)(=O)N3C(C)CCCC3C)cc21 (stereo unspecified)
 : -2.1	-0.2	-3.4%	-0.1%	16.8%	-2.3%	2.1%	-11.4%	1.7%
Cc1nc2ncccn2c1-c1csc(Nc2ccc(O)cc2)n1
 : -2.8	-8.3	-2.2%	-6.1%	17.8%	0.5%	-1.0%	-5.8%	-14.1%
Cn1c2ccccc2c(=O)c2cc(C#Cc3ccccn3)ccc21
 : 0.3	-1.2	14.2%	-4.4%	-1.7%	0.6%	-22.9%	-0.9%	-2.9%
NC(=O)C1CCN(C(=O)COc2ccc3ccc(=O)oc3c2)CC1
 : 0.4	-6.5	16.4%	-24.9%	8.9%	0.3%	-15.7%	-1.7%	7.0%
Cc1ccc2oc(-c3ccc(NC(=O)c4cccnc4)cc3)nc2c1
 : -0.3	1.6	-4.6%	-4.5%	63.9%	-2.9%	-35.5%[inhibitor]	-3.0%	-16.0%
Cc1cc(C)nc(-n2nc(C)c(C3(O)C(=O)Nc4ccccc43)c2N)n1 (stereo unspecified)
 : -1.3	.	-4.0%	1.4%	?	1.2%	8.7%	-6.6%	-5.9%[57.1 µM]
COc1ccc(OC)c(Nc2nc3ccccc3n3cnnc23)c1
 : -2.5	-1.4	-5.2%	-8.7%	4.8%	-0.9%	-5.5%	2.1%	5.7%
CCN(CC)S(=O)(=O)c1ccc(Cl)c(C(=O)NCCN2CCOCC2)c1
 : -0.1	4.1	3.4%	6.2%	-26.3%	3.1%	-9.7%	-6.7%	-0.5%
CN(C)c1nc(Oc2ccc(=O)n(C)n2)nc(N2CCOCC2)n1
 : -0.2	.	10.1%	-4.1%	12.0%	3.4%	-1.1%	1.1%	-0.3%
Cn1cccc1Cc1nnc(SCC(=O)NCc2ccco2)n1CCc1ccccc1
 : 1.0	.	-15.3%	6.8%	?	0.9%	-5.7%	-14.2%	?
CC(C)N1C(=O)N(c2ccccc2)C(C)(O)CC1(C)C (stereo unspecified)
 : -3.4	-5.4	-2.2%	1.0%	.	-4.8%	5.8%	-5.9%	-2.7%
COc1cc(CNC(=O)CCCC(=O)c2ccccc2)cc(OC)c1OC
 : -0.6	1.0	9.5%	6.8%	-24.1%	2.9%	-14.0%	23.8µM*	-6.3%
CC(C)CNC(=O)C1(C)CCCN1C(=O)c1ccncc1 (stereo unspecified)
 : 0.1	-3.0	7.5%	7.7%	-16.1%	-0.3%	-16.1%	-6.6%	-6.9%
Cc1ccc(-c2n[nH]c(=O)c3ccccc23)cc1N
 : -1.4	.	13.6%	8.7%	13.8%	-1.8%	-7.9%	-7.6%	6.0%
CCOC(=O)C1=C(C)N(C[C@@H]2CC[C@@H](Cc3ccc(-c4ccccc4)cc3)O2)C(=O)NC1c1ccc(-c2ccccc2)cc1 (stereo partly specified)
 : 0.5	8.5	6.5%	4.3%	26.7%	3.1%	-3.3%	-4.9%	1.1%
COc1ccc(-c2nc(CN3CCN(c4ncccn4)CC3)c(C)o2)cc1C
 : 1.7	-4.7	-5.7%	-7.7%	14.5%	-1.8%	-9.5%	-5.3%	-0.6%
COc1cccc2c1C(=O)c1c(O)c3c(c(O)c1C2=O)CC(O)(C(=O)CO)CC3OC1CC(N(C)C)C(O)C(C)O1 (stereo unspecified)
 : -6.6	-0.5	25.1%	?	.	?	-81.3%[inhibitor]	?	2.99µM*
Cc1ccc(C)c(S(=O)(=O)Nc2cc3c4c(c2)CCN4C(=O)CC3)c1
 : -3.3	4.7	-6.5%	-1.2%	23.4%	-4.5%	3.7%	-19.0%	18.2%
CCOc1ccc(Br)cc1S(=O)(=O)NC1CC(C)(C)NC(C)(C)C1
 : 1.7	4.7	-3.7%	1.2%	-29.4%	-2.5%	-0.8%	0.9%	12.3%
COc1cccc(-c2nc3n(n2)C(c2cccs2)C(C(=O)Nc2cccnc2)=C(C)N3)c1 (stereo unspecified)
 : 2.9	1.8	-8.1%	-0.4%	-1.7%	2.9%	19.7%	0.6%	-3.7%
O=C(COc1cccnc1[N+](=O)[O-])Nc1ccc2c(c1)OCO2
 : -0.6	5.2	-6.0%	-3.6%	1.9%	-1.1%	10.3%	-5.2%	-3.0%
Cc1ccc(NC(=O)Cn2nnc(C(=O)NCc3cccs3)c2N)c(C)c1
 : -0.7	0.8	5.0%	6.3%	-7.1%	-0.1%	-4.7%	-10.5%	7.2%
Cc1nc(CC(=O)c2ccc(O)cc2O)cs1
 : -1.7	-1.1	2.4%	-2.0%	4.9%	-1.5%	-10.8%	0.6%	6.1%
O=C(NCCNCCO)C1(C(F)(F)F)C/C(=C\CCO)CCCO1 (stereo unspecified)
 : -0.4	6.1	-1.8%	5.6%	-17.3%	3.6%	-8.8%	-6.1%	-6.9%
COc1cc(/C=C2\SC(=O)N(c3cccc(Cl)c3)C2=O)cc([N+](=O)[O-])c1O
 : -3.9	-80.8*	?	29.3%	35.7%	0.2%	-16.5%	?	50.1µM*
CCN(C(=O)CSc1ccc2ccccc2n1)C1CCS(=O)(=O)C1 (stereo unspecified)
 : -1.9	-15.9	17.4%	10.0%	21.6%	-9.6%	-15.5%	-5.9%	-24.5%
CCCc1cc(C(=O)NCc2cccnc2)no1
 : 2.4	8.8	15.1%	4.5%	-24.5%	-2.3%	6.2%	-2.3%	-2.6%
Cc1ccc(C(=O)CSC2=NC(N)=C(C#N)C3(CCCCC3)C2C(N)=O)cc1 (stereo unspecified)
 : -0.2	-23.8	-15.3%	3.1%	20.8%	.	8.3%	?	0.3%
CCCCCn1c(C(Cc2ccccc2)NC(C)=O)nc2ccccc21 (stereo unspecified)
 : -3.5	9.4	-13.7%	-2.4%	-1.4%	0.9%	13.7%	-6.6%	-2.5%
O=C(CCC1CCCCC1)N1CCN(Cc2ccc3c(c2)OCO3)CC1
 : -0.9	.	6.9%	0.6%	15.7%	10.8%	-0.2%	-1.2%	-1.3%
CCC1C(=O)NCCN1Cc1nc(-c2ccc(C)s2)oc1C (stereo unspecified)
 : 0.6	3.0	-22.6%	-4.0%	10.6%	6.1%	0.3%	-1.3%	-9.2%
C=COCCn1c(=N)n(CCC)c2ccccc21
 : 3.2	2.3	-6.0%	-8.9%	-17.6%	-0.5%	9.3%	-4.7%	-5.1%
Cc1cc(NC(=O)c2cc(C(C)C)on2)nn1Cc1ccc(Cl)cc1
 : -1.6	0.0	-26.3%	-5.7%	?	3.0%	25.4%	-22.7%	-7.0%
COc1ccc(-c2nn(-c3ccccc3)cc2/C=C/C(=O)OCC(=O)Nc2cccc(C#N)c2)cc1
 : -1.1	19.7	24.1%	-4.4%	44.2%	-5.0%	-13.7%	-14.6%	1.0%
NC(=O)c1c(NC(=O)CSc2nnc(-c3ccco3)n2N)sc2c1CCCC2
 : -1.4	-79.7*	?	-10.7%	38.9%	-4.5%	-4.2%	15µM*	50.1µM*
O=S(=O)(Nc1ccccc1F)c1ccc2nsnc2c1
 : -2.0	.	4.1%	-2.1%	-0.3%	?	-70.0%[inhibitor]	-2.7%	-3.9%
NC(=O)CSc1nnc(NC(=O)c2ccc(S(=O)(=O)N3CCCCC3)cc2)s1
 : 1.7	-0.3	-8.5%	-5.7%	9.0%	0.9%	-11.1%	-17.1%	-28.7%
O=C(CCC(=O)N1CCN(S(=O)(=O)c2ccc(Cl)cc2)CC1)NCc1cccc(C(F)(F)F)c1
 : 0.7	-5.8	-21.3%	-14.2%	39.6%	-5.3%	-11.8%	0.9%	3.5%
Cc1ncc2c(c1OC(=O)c1ccccc1)COC(C)(C)OC2
 : 0.6	.	11.7%	-1.5%	18.6%	-13.7%	19.7%	-0.5%	14.7%
CC(C(=O)N1CCCC1)N(c1ccc(Cl)cc1)S(C)(=O)=O (stereo unspecified)
 : 0.5	1.2	-15.1%	-5.1%	-17.1%	-0.3%	4.7%	-6.7%	0.5%

Looked up above:
`O=C(CCC(=O)N1CCN(S(=O)(=O)c2ccc(Cl)cc2)CC1)NCc1cccc(C(F)(F)F)c1` | FUS suppressor = 39.6%
`CCCCCn1c(C(Cc2ccccc2)NC(C)=O)nc2ccccc21` (stereo unspecified) | EPAC1 antag = -13.7%

The list goes on.
Results follow in this order: IL-2 act	PI5P4Ka inh	EPAC1 antag	EPAC1 ag	FUS suppressor	aSyn yeast inh	Abeta yeast res	PLK1 PBD block	WRN inhibitor
CCOC(=O)c1oc2ccc(S(=O)(=O)N3CCC(C)CC3)cc2c1C
 : -0.2	.	3.5%	-3.2%	21.7%	-0.7%	9.6%	-0.9%	1.7%
Cn1cc(Br)c(C(=O)Nc2sc3c(c2C(N)=O)CCC3)n1
 : 0.7	?	0.0%	-9.6%	19.2%	-12.9%	7.6%	23.8µM*	?
CCNc1nc(NCC)n2c(SCC(=O)Nc3ccc(NC(C)=O)cc3)nnc2n1
 : -0.3	-1.4	-5.2%	-12.7%	15.7%	-13.2%	-0.9%	-4.7%	0.1%[11.6 µM]
O=C(Nc1ccc2oc(-c3ccncc3)nc2c1)c1ccco1
 : 1.7	-27.5	-4.0%	-2.6%	?	-2.7%	-20.7%	-14.6%	-18.4%
CCCNC(=O)C1(C)CCCN(Cc2cccs2)C1 (stereo unspecified)
 : -0.5	-3.0	-20.3%	-3.4%	-31.6%	-0.3%	6.9%	-8.8%	0.2%
Cc1cccc(NC(=O)c2ccc(NCCO)c([N+](=O)[O-])c2)n1
 : 1.0	-7.9	-11.5%	5.8%	-3.9%	-5.9%	6.7%	-18.7%	-6.4%
CNC(=O)c1cc2cc(OC)ccc2oc1=O
 : -1.4	.	10.0%	2.6%	14.3%	5.4%	17.3%	-1.6%	-2.5%
CN(C)c1nc(Oc2ccc(C(=O)OCC(=O)Nc3ccccc3)cc2)nc(N(C)C)n1
 : -0.1	1.5	-3.8%	13.7%	-0.9%	1.1%	5.6%	-6.0%	12.4%
